pAkt inh: inhibitors of Akt phosphorylation; Neuro2A IGF-stimulated pAkt S473 HTRF, 20 min; stronger effect = lower value; activity change, % for hits at 50 µM; 0.32% of 360,000 active; in the data active means activity change below about -80%; inconclusive means mostly about -51% to -80%; further: on the % scale 0 is the no-effect control and ±100 the full control effect
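Neuro2A cells (4,500/well, DMEM with 0.5% FBS) were treated with compound at a single 50 µM final concentration, stimulated with 6 nM IGF for 20 min at 37 °C, and lysed. Phospho-Akt Ser473 was read by HTRF as 665/615 ratio ×10^4.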
GLP-1R inv ag: acts as inverse agonist at human GLP-1 receptor. 1.6% of 410,000 active. HEK293 GLP-1R CRE-luciferase, luminescence, 24 h; GLP-1R form is constitutively active. P43220. Potency, µM (doses to about 38.3 µM), without a hit: at the top dose activity change, negative = inhibition, most hits filed as inhibitors; further: potency means the concentration at half of the fitted maximal effect; on the % scale 0 is the no-effect control and ±100 the full control effect; nearly all actives have a fitted effect of over 55% in size
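qHTS in 1536-well format: reporter HEK293 cells expressing constitutive GLP-1R activity in DMEM + 10% Nu serum, 24 hr with compounds at 37 deg C, luminescence read after 12 min with detection reagent.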
DRD3 antagonist: blocks the human D3 dopamine receptor. P35462. D3R cells, DiscoveRx beta-arrestin luminescence, antagonist mode; stronger effect = lower value. max response, negative = inhibition, %. 2.5% of 360,000 active. AID 652054; in the data active means max response below about -50%; inconclusive means no clear call, values can overlap the other calls; further: on the % scale 0 is the no-effect control and ±100 the full control effect; mostly tested at two doses, the higher about 12 µM
Target sequence (P35462 whole entry, looked up): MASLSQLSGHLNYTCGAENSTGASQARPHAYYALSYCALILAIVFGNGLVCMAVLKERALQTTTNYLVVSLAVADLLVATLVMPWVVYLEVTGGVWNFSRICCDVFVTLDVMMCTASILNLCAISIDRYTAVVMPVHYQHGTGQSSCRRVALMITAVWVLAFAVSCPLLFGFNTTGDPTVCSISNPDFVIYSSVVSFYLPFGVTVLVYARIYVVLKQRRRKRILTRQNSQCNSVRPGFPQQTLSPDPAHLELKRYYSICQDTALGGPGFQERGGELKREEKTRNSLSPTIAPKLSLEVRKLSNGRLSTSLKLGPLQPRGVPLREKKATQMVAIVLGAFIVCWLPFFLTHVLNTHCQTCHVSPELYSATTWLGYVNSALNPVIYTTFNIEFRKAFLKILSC
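Cells expressing the human receptor were seeded at 1500 cells/well, incubated overnight at 37 degrees C in 5% CO2, then exposed to library compounds with dopamine controls for 90 minutes at 37 degrees C before luminescent detection.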
GLP1R ag: GLP-1 receptor (human) agonism. HEK293 GLP-1R CRE-luciferase, luminescence, 4-6 h; cells express a hypersensitive GLP-1R form. Potency, µM (top dose mostly 45.6 µM), inactives show at the highest dose activation, hits mostly activators. 0.007% of 380,000 active. AID 624172; further: potency means the concentration at half of the fitted maximal effect; % of control where 0% means no effect
aSyn yeast inh: rescues yeast growth from alpha-synuclein toxicity; AID 652106; Potency, µM (series often up to 46.1 µM), without a hit: at the highest dose growth rescue (activation), most hits filed as activators; 0.14% of 370,000 active; Yeast expressing alpha-synuclein, growth rescue, BacTiter-Glo, 24 h; further: potency means the concentration at half of the fitted maximal effect; % of control where 0% means no effect; nearly all actives have a fitted effect of over 65% in size
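Rescue of yeast growth: cells expressing toxic alpha-synuclein, induced in galactose at OD600 0.02, incubated with compound 24 h at 30 C. ATP luminescence quantified growth; inhibitors of toxicity appear as activators.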
FUS yeast rescue: FUS proteinopathy suppression in yeast. S. cerevisiae FUS-expressing, growth rescue, OD600, 24 h. Potency, µM (highest dose often 76.6 µM), for inactives: at the top dose growth rescue (activation), actives largely listed as activators. 0.24% of 390,000 active;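 further: potency means the concentration at half of the fitted maximal effect; plate controls were DMSO vehicle for no effect and reference control for full effect; nearly all actives have a fitted effect of over 55% in size; some results filed as inactive show a strong effect at the top dose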
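Absorbance at 600 nm, taken 24hr after compound addition, measured rescue of FUS-yeast growth at 30C. Induction used 2% galactose with seeding at OD 0.005. Controls: CP55940 from 92uM final, DMSO only.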
TDP-43 yeast inh: rescues yeast growth from TDP-43 toxicity; TDP-43 expressing yeast growth rescue, BacTiter-Glo, 24 h; Potency, µM (titrated, usually from 46.1 µM), without a hit: at the top dose growth rescue (activation), most hits filed as activators; 1.8% of 410,000 active; further: potency means the concentration at half of the fitted maximal effect; % of control where 0% means no effect; nearly all actives have a fitted effect of over 50% in size
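In this qHTS, compounds that restore growth of yeast expressing TDP-43 appear as activators. Cells (OD600=0.02, galactose medium, raffinose-pregrown) are incubated with compound 24 hr at 30 deg C and growth is quantified by BacTiter-Glo.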
PTHR1 ag: activates the human parathyroid hormone receptor PTHR1; Q03431; HEK293 GP2 PTHR1 cells, GloSensor cAMP luminescence, 1 h; Potency, µM (top dose mostly 115 µM), inactives show at the top dose activation, usual class: activators; 0.075% of 410,000 active; further: potency means the concentration at half of the fitted maximal effect; nearly all actives have a fitted effect of over 55% in size; some results filed as inactive show a strong effect at the top dose; inactives centre near -15; many of its hits are not listed in these tables
Target sequence (Q03431 whole entry, looked up): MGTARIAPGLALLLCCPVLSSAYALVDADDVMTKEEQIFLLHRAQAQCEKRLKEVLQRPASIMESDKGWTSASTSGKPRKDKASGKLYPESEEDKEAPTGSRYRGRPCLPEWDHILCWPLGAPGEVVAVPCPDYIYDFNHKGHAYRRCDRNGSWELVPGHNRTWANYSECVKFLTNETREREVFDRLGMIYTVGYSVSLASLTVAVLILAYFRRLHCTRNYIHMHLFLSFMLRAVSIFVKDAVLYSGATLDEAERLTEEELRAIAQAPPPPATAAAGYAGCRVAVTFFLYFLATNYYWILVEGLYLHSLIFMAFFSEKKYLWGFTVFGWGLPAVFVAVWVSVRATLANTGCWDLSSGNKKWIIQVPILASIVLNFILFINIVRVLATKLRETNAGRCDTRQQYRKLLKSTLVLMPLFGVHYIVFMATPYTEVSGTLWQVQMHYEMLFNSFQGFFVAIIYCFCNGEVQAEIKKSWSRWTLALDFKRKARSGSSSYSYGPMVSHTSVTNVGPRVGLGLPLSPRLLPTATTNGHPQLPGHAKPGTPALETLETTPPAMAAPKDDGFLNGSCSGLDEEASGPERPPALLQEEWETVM
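HEK-293-derived GP2 cells expressing PTHR1 and a GloSensor cAMP reporter, 3,000/well, plated overnight, given luciferin plus IBMX (each 0.5 mM as added) for 1 h at 37 °C, then compound for 1 h at 37 °C. Luminescence was read after 15 min at room temperature.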
Abeta yeast res: restores growth of yeast expressing A-beta42 peptide; Potency, µM (highest dose often 46.1 µM), inactives show top-dose growth rescue, usual class: activators; 0.063% of 410,000 active; yeast expressing A-beta42, growth rescue, OD600, 48 h; response scale: 0% DMSO, 100% iron-clioquinol control; further: potency means the concentration at half of the fitted maximal effect; nearly all actives have a fitted effect of over 55% in size
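Growth rescue measured by 600 nm absorbance after 48 h yeast culture at 30 C with compound. Values normalized between DMSO and an equimolar ferric chloride plus clioquinol control.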
An asterisk follows results filed as active; i = inactive; ? = inconclusive; · = not tested or not shown; & = joins results of further samples; [ ] = another dose, or the depositor's remark. Unless noted, the call rests on the fitted dose curve; in most records, active means well fitted curve in the direction sought with a large enough effect; inconclusive means small, poorly fitted or top-dose-only effect, or another doubt; inactive means no such curve, though single readings can be large; an effect the other way counts as inactive or inconclusive.

SMILES	pAkt inh	GLP-1R inv ag	DRD3 antagonist	GLP1R ag	aSyn yeast inh	FUS yeast rescue	TDP-43 yeast inh	PTHR1 ag	Abeta yeast res
COc1cnc(-c2ccccn2)nc1Oc1c(C)cccc1C	i	?	-18	-1%	2%	4%	4%	i	?
COc1cc(NC(=O)CCCSc2nc(-c3ccco3)cc(C(F)(F)F)n2)cc(OC)c1OC	i	?	23	11%	1%	43%&39%	4%&8%	-13%	-6%&11%
CCOc1ccc2nc(NC(=O)CN3C(=O)C4CCCCC4C3=O)sc2c1 (stereo unspecified)	i	-7%	9	6%	4%	?	22%	i	17%
Cc1cc(NC(=O)c2ccc3[nH]c(C)c(C)c3c2)ccn1	i	-11%	-1	12%	-1%	-1%	-4%	-19%	-8%
Cn1c(NCCc2ccncc2)nc2cc(-c3ccccc3)sc2c1=O	·	27%	-9	10%	-6%	38%	11%	12%	-6%
COc1cc(-n2c(C)nc3ncn(-c4ccccc4)c3c2=O)cc(OC)c1OC	i	5%	-22	4%	-4%	-11%	14%	i	8%
O=C(COc1ccccc1Cl)NCCCNC(=O)c1ccco1	i	7%	-1	15%	-8%	24%	-22%	i	1%
O=C(C1=COCCO1)N1CCN(S(=O)(=O)c2cccc(F)c2)CC1	i	-11%	3	0%	3%	0%	19%	-30%	3%
COC(=O)/C(=C1/Oc2ccc(C(C)(C)C)cc2S1)C(F)(F)F	i	-4%	23	-3%	6%	1%	13%	-9%	6%
CCS(=O)(=O)c1ccc2oc(SCC(=O)NC34CC5CC(CC(C5)C3)C4)nc2c1	i	5%	-1	1%	3%	33%	17%	-20%[57.5 µM]	1%
CCC1(c2ccccc2)ON(c2c(Br)cccc2Br)C1=O (stereo unspecified)	i	?	0	-5%	-71%[inhibitor]	-23%	-94%[inhibitor]	-33%[inhibitor]	-82%[inhibitor]
O=C1CN(C(=O)N[C@@H](Cc2ccccc2)C(=O)N[C@H](Cc2ccccc2)C(=O)O)c2ccccc2N1	i	10%	14	5%	6%	3%	12%	-1%	9%
C=CCN(C/C(=N\O)c1sc(C(=O)OCC)nc1C)c1cccc(Br)c1	i	?	4	2%	16%	?	3%	-62%[inhibitor]	-5%
CCCS(=O)(=O)N1CCCC(C(=O)NCCCN2CCN(c3ccc(F)cc3)CC2)C1 (stereo unspecified)	i	-25%	0	0%	0%	1%	-17%	i	10%
COc1cc(C(C(=O)NC2CCCCC2)N(CCN2CCOCC2)C(=O)C2COc3ccccc3O2)cc(OC)c1OC (stereo unspecified)	i	8%	12	3%	·	-16%	·	i	-14%
Nc1ccc2c(c1)sc1ccccc12	i	9%	5	19%	22%	19%	26%	i	-10%
Cc1cc(C(=O)Nc2cc(C)n(Cc3ccc(Cl)cc3)n2)no1	i	0%	16	4%	1%	32%	10%	i	24%
N#Cc1cn(Cc2ccco2)c(=O)[nH]c1=O	i	-11%	-13	-5%	2%	-19%	0%	-2%	-5%
COc1ccc2c(C)nc(Nc3nc(C)c(C)c(=O)[nH]3)nc2c1	i	0%	6	-1%	-65%[inhibitor]	-5%	-79%[inhibitor]	i	1%
COc1ccc(NS(=O)(=O)c2cc(C)ccc2OC)cc1OC	i	5%	-58*	-1%	-14%	-9%	-17%	-11%[57.5 µM]	-14%
Cc1c(Cl)cccc1NC(=S)N1CCC(N(C)CC2CCCO2)CC1 (stereo unspecified)	i	-32%	-5	16%	0%	5%	4%	i	-8%
CCc1nc2nc(C)c(NS(=O)(=O)c3ccc(F)c(C)c3)c(=O)n2[nH]1	·	4%	·	·	·	6%	20%	?	?
CC(C)(C)c1cc(NC(=O)C2(C)CCN2C(=O)c2ccccc2CCc2ccccc2)no1 (stereo unspecified)	i	8.9µM*	121	0%	4%	?	25%	-48%[inhibitor]	7%
CCN(CC(=O)Nc1c(F)cccc1F)C(=O)c1ccc2c(c1)S(=O)(=O)N=C1CCCCCN12	i	-1%	17	-2%	-1%	12%	-3%	i	1%
COc1ccc([N+](=O)[O-])cc1NC(=O)CSc1ccccc1	i	?	-24	-2%	12%	2%	28%	-13%[57.5 µM]	-12%

(list continues)
SMILES	pAkt inh	GLP-1R inv ag	DRD3 antagonist	GLP1R ag	aSyn yeast inh	FUS yeast rescue	TDP-43 yeast inh	PTHR1 ag	Abeta yeast res
O=C(C/C=N/OCc1ccc(Cl)cc1Cl)c1ccccc1	i	0%	-17	-1%	4%	13%	?	i	24%
CC1(C)CC(NC(=O)N2c3ccccc3Sc3ccccc32)CC(C)(C)N1	i	5µM*	5	1%	-1%	-2%	-14%	-25%	6%
Cc1ccc(C)c(CNC(=O)c2ccc3c(c2)nc2n3CCCCC2)c1	·	?	·	·	·	-8%	1%	3%	-7%
Cc1ccc(C(=O)NCC(=O)OCC(=O)Nc2ccc(Cl)cn2)cc1	i	4%	-7	-2%	0%[1.84 µM]	5%	-5%	-37%[inhibitor]	-5%
COc1ccc(CCNC(=O)CSc2nc3ccccc3o2)cc1OC	i	4%	1	2%	2%	25%	29%	i	24%
COC(CNC(=O)c1ccc(-n2c(=S)[nH]c3ccccc3c2=O)cc1)OC	i	-6%	-6	2%	-1%	20%	-12%	-21%	-7%
O=c1cc(CN2CCCC2)c2c(ccc3ccccc32)o1	i	3%	28	12%	-6%	-4%	0%	i	5%
Cc1[nH]nc2ncc(C(=O)c3ccccc3O)cc12	i	10µM*	23	-11%	-6%	13µM*	19%	?	3%
CN(Cc1ccco1)C(=O)[C@H](Cc1ccccc1)NC(=O)CC[C@H]1O[C@@H](n2ccc(=O)[nH]c2=O)[C@H](O)[C@@H]1O	i	14%	0	6%	2%	-5%	0%	-24%	-6%
CC(=O)Nc1sc(N/N=C/c2ccc(N(C)C)cc2)nc1-c1ccc(C)cc1	i	17%	-30	0%	-12%	41%	-8%	7%	4%
O=C(O)c1ccc(Nc2ccc([N+](=O)[O-])c3nonc23)cc1	i	8%	-77*	15%	-10%	-15%	-1%	-17%	3%
CC1CCCN(S(=O)(=O)c2ccc(C(=O)Nc3sc4c(c3C(N)=O)CCN(C)C4)cc2)C1 (stereo unspecified)	i	3%	2	2%	3%	-1%	1%	24%	4%
COc1ccc(C(=O)CSc2nnc(CNc3ccc(F)cc3)o2)cc1	i	-11%	-14	13%	0%	0%	20%	-22%	-5%
COc1ccc(NC(=O)C2CCN(S(=O)(=O)c3ccc4[nH]c(=O)oc4c3)CC2)c(OC)c1	i	0%	-16	-3%	-10%	33%	-14%	i	7%
Cc1ccc(S(=O)(=O)N2CC(C(=O)O)Oc3ccccc32)cc1 (stereo unspecified)	i	1%	10	-1%	-5%	3%	0%	i	8%
CCC(C)NC(=S)NNC(=O)c1ccc(C(C)(C)C)cc1 (stereo unspecified)	i	?	?	-12%	7%	-5%	27%	i	27%
O=C(c1ccco1)N1N=C(C2CCCCC2)CC1(O)C(F)(F)F (stereo unspecified)	i	?	8	19%	5%	21%	?	i	-14%
CNS(=O)(=O)c1cccc(C(=O)NCC(c2ccco2)N(C)C)c1 (stereo unspecified)	i	8%	6	2%	3%	18%	5%	i	-3%
Cc1cc(C(=O)O)ccc1-c1ccc(/C=N/n2cnnc2)o1	i	10%	3	-1%	-1%	2%	8%	-16%	12%
O=C(COc1ccccc1Cl)Nc1ccccc1C(=O)N1CCOCC1	i	37%[activator]	-18	19%	-2%	10%	-18%	16%	9%
CCOc1ccc(OCCNC(=O)c2ccc3c(c2)nnn3CC)cc1	i	8%	?	5%	-1%	·	0%	i	-21%
COc1ccc(-n2nc(C(=O)Nc3ccc(Cl)cn3)c3c4ccccc4n(C)c3c2=O)cc1Cl	·	3%	·	·	·	3%	-7%	-6%	-24%
NC(=O)/C(=C/c1ccco1)NC(=O)c1ccc(Br)o1	i	29%	1	0%	7%	21%	-4%	-3%	1%
Cc1nc2ncnn2c(C)c1CCC(=O)N1CCCCC1	i	8%	4	0%	1%	1%	-2%	i	28%
COc1cc(OC)cc(C(=O)NNC(=O)CCOc2ccccc2OC)c1	i	6%	4	2%	5%	-13%	0%	-19%	5%
CN1CCN(C(=O)c2ccc(Cl)c(S(=O)(=O)N3CCCCCC3)c2)CC1	i	-6%	6	8%	-3%	10%	-5%	-1%	-9%
COc1ccc(CCNS(=O)(=O)c2ccc3oc(C(=O)O)c(C)c3c2)cc1OC	i	9%	3	4%	3%	14%	-14%	-3%	1%
O=C(Nc1ccc(Cl)c(-c2nc3ccccc3[nH]2)c1)c1ccc2c(c1)OCO2	i	?	-7	-2%	-31%[inhibitor]	36%	-13%	i	5%
COc1ccc(N2CCN(c3cc(C)nc4nncn34)CC2)cc1	·	-15%	·	·	·	-25%	5%	-80%[inhibitor]	-11%
Cc1nn(-c2ccccc2)c(C)c1-c1nnc(-c2c(C)nn(-c3ccccc3)c2C)o1	i	9%	27	-3%	1%	-15%	3%	-43%[inhibitor]	15%

Assay outcomes from PubChem BioAssay.

An excerpt (hit frequency here may not be typical).
